Bioassay records as filed in PubChem BioAssay.
ADAM17 inh = ADAM17 inhibitors, primary screen, biochemical, QFRET; AID 720648, 2013; recombinant ADAM17, EDANS/DABCYL FRET peptide cleavage; inhibition, % at 6.95 µM; 0.83% of 370,000 active;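 active = inhibition above the mean of compounds lying between control limits plus 3 SD, set per campaign, cut at about 8.5% in these data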;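 note: 0% = DMSO-only wells as the low control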
TDP2 inh = human TDP2 enzyme inhibitors, primary screen, biochemical, epi absorbance, recombinant enzyme. T5PNP hydrolysis, p-nitrophenol absorbance 415 nm. 0.34% of 370,000 active. inhibition, % at 12.8 µM;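 active = inhibition above the mean of all tested compounds plus 3 SD, set per campaign, cut at about 25% in these data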;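 note: 0% = DMSO with enzyme and 100% = buffer with substrate but no TDP2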
Target sequence (O95551 whole entry, looked up): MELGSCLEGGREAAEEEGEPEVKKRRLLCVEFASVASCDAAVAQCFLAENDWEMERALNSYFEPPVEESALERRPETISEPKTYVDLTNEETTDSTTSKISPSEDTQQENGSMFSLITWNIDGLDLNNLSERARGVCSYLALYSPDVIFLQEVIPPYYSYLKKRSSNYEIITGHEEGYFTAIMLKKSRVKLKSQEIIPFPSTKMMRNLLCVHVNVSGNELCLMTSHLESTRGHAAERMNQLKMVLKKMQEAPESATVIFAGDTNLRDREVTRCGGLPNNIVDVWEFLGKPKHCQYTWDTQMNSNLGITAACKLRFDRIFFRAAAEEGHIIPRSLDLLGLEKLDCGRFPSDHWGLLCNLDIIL
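Assay system: recombinant human TDP2 / Reagent: T5PNP substrate at 5 mM, a TopII-DNA adduct mimic / Measured by: epi absorbance from released p-nitrophenol / Evaluation: % inhibition relative to enzyme-containing and enzyme-free wells / Control set: enzyme-free and DMSO wells / Replicates: each compound tested once, singlicate / Schedule: enzyme reaction with compound for 2 h at 37 °C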
ADAM10 inh = human ADAM10 inhibitors, primary screen, biochemical, QFRET, HTS; Disintegrin and metalloproteinase domain-containing protein 10 (Homo sapiens), O14672; recombinant ADAM10, EDANS/DABCYL FRET peptide cleavage, 3 h; inhibition, % at 7 µM; 0.62% of 370,000 active;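 active = inhibition above a per-campaign cutoff equal to the mean of compounds falling between control-based bounds plus 3 SD, cut at about 20% in these data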;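 note: 0% = DMSO wells while the 100% control is not disclosed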
ASAP1 inh = inhibitors of human ASAP1 ArfGAP activity, primary screen, biochemical, fluorescence polarization; ASAP1-stimulated ARF1 GTP hydrolysis, GDP FP detection; inhibition, % at 16.5 µM; 0.19% of 360,000 active; AID 624377, 2012; in the data active = inhibition above about 25%;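 note: 0% = vehicle with enzyme and substrate and 100% = no enzyme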
Target sequence (Q9ULH1 325-724 limits assumed): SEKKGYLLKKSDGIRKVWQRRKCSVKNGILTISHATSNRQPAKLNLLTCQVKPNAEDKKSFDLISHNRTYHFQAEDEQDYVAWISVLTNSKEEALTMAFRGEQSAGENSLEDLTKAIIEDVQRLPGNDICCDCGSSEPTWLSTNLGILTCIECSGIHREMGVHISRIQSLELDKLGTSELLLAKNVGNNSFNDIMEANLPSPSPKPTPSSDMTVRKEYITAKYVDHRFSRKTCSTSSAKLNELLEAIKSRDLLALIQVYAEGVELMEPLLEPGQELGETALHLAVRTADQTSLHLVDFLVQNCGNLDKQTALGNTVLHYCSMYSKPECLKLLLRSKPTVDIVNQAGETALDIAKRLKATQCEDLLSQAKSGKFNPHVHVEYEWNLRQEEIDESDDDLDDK
ARFGAP1 inhibitor = inhibitors of rat ARFGAP1 GAP activity, primary screen, biochemical, fluorescence polarization, GDP tracer; ADP-ribosylation factor GTPase-activating protein 1 (Rattus norvegicus), Q62848; Arfgap1-stimulated ARF1 GTP hydrolysis, GDP FP detection; inhibition, % at 16.5 µM; 0.26% of 360,000 active; AID 651572, 2012;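 active = inhibition above a per-plate limit, mean inhibition of low control wells plus 3 SD, cut at about 25% in these data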;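 note: 0% = DMSO wells with enzyme and 100% = wells lacking Arfgap1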
Target sequence (Q62848 1-136 limits assumed): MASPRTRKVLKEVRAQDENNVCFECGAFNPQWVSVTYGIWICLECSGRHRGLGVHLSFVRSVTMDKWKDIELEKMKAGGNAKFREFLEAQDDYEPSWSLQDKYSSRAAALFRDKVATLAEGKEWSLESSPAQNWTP
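Replicates: Single well per compound | Assay system: Truncated rat Arfgap1 GAP domain | Control set: No-Arfgap1 wells (100%) versus DMSO full-reaction wells (0%) | Times: Enzyme reaction 120 min at 25 °C after 20 min preincubation | Reagent: Human ARF1(Δ1-17)-GTP substrate | Measured by: Tracer-displacement fluorescence polarization with EDTA stop, 620/688 nm | Measure: Percent inhibition of Arfgap1-stimulated GTP hydrolysis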
DDE Tn6 FP inh = inhibitors of Tn6 peptide binding to fibrin DD(E), primary screen, biochemical, fluorescence polarization, human fibrin, Tn6 probe; Fibrin DD(E) TRITC-Tn6 fluorescence polarization displacement; inhibition, % at 8.3 µM; 0.21% of 370,000 active;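 active = inhibition above a per-campaign cutoff: mean of compounds within control limits plus 3 SD, cut at about 15% in these data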;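 note: 0% = median of all compound wells on the plate and 100% = blocking peptide control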
KLK7 zymogen act = proKLK7 zymogen activators, primary screen, biochemical, fluorescence intensity. Kallikrein-7 (Homo sapiens), P49862. purified proKLK7, EDANS-DABCYL substrate fluorescence; 100% is mature enzyme control, 0% vehicle. activation, % at 7 µM. 0.9% of 370,000 active. AID 652039, 2013;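 active = activation above the mean of all tested compounds plus 3 SD, computed per campaign excluding outliers beyond control limits, cut at about 13% in these data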
PLCg1 inh = PLC-gamma1 enzyme inhibitors, primary screen, biochemical, fluorescence, purified enzyme. fluorogenic substrate. inhibition, % at 12.2 µM. 0.84% of 370,000 active. AID 720700, 2013; in the data active = inhibition above about 9.5%
LEDGF integ inh = blockers of LEDGF/p75-dependent integrase strand transfer – biochemical, TR-FRET, high throughput, primary screen | TR-FRET IN-LEDGF/p75 DNA integration, Eu/Cy5 | 0.64% of 370,000 active | inhibition, % at 3.7 µM | HIV-1 integrase (with human LEDGF/p75);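 active = inhibition above the screen-wide mean plus 3 SD, cut at about 13% in these data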;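 note: signal is the Cy5 over europium emission ratio at 671 and 618 nm; 0% = plate median of compound wells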
Tn7 DDE FP = inhibitors of Tn7 peptide binding to fibrin DD(E), primary screen, biochemical, fluorescence polarization, human fibrin, Tn7 probe. Fibrinogen beta chain (Homo sapiens), P02675. inhibition, % at 8.3 µM. FP displacement of FITC-Tn7 peptide from fibrin DD(E); 0% = median of compound wells per plate. AID 720508, 2013. 0.13% of 370,000 active;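 active = inhibition above the mean of compounds falling within the control limits plus 3 SD of them, cut at about 14% in these data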;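 note: 0% = plate median of compound wells and 100% = 10 µM Aha-Tn7 peptide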
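Assay system: Human clot-derived fibrin DD(E) complex | Buffer or medium: Tris/NaCl/CaCl2 buffer, pH 7.8 | Repeats: One replicate per compound | Benchmarks: Aha-Tn7 high control | Measure: % inhibition scaled between sample-field median and high-control FP | Schedule: 10 min plus 3 h, room temperature | Signal: Fluorescence polarization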
Starred values were filed as active, the others as inactive; i = inactive; / = no result given.

mol	ADAM17 inh	TDP2 inh	ADAM10 inh	ASAP1 inh	ARFGAP1 inhibitor	DDE Tn6 FP inh	KLK7 zymogen act	PLCg1 inh	LEDGF integ inh	Tn7 DDE FP
Cc1ccc(S(=O)(=O)NC2=C(N3CCN(Cc4ccccc4)CC3)C(=O)c3ccccc3C2=O)cc1	0	1	-5	8	-4	4	0.2	-1	3	0
COc1cccc(C(=O)N2CCN(C(=O)COc3ccc4ccccc4c3)CC2)c1	-4	-11	9	2	8	-3	0.7	8	-3	7
Cc1ccc(-c2noc(CC(=O)c3ccc([N+](=O)[O-])cc3)n2)cc1	-2	-3	-5	-11	4	-1	0.3	1	3	4
CCN(CC)C(=O)CSc1nc2ccccc2o1	1	6	1	-15	-11	4	-0.5	2	-2	4
Cc1ccc2ccccc2c1NC(=O)c1ccco1	2	-5	2	5	0	9	0.0	4	1	-3
COc1ccccc1CN(C)C[C@H]1OCc2cnnn2CCCC(=O)N([C@@H](C)CO)C[C@@H]1C	-2	4	-7	-2	-4	8	-0.6	-2	1	7
Cc1ccc(S(=O)(=O)NCc2cccnc2)cc1C(=O)N1CCCC1	2	-10	-4	7	2	12	-0.2	-2	0	6
O=C(CCCOc1ccccc1)N1CCN(c2ccccc2)CC1	3	-2	4	-6	5	3	0.8	6	2	-5
Cc1cccc(CCN(CC(=O)NC(C)(C)C)C(=O)c2csnn2)c1	1	0	5	5	-3	-5	0.0	0	0	0
COc1cc(CC(=O)OCC(=O)c2c[nH]c3ccccc23)cc(OC)c1OC	-5	4	6	2	-3	0	0.3	-13	1	-1
COc1ccc(S(=O)(=O)NC(C)C(=O)NCc2ccc3c(c2)OCO3)cc1OC (configuration not stated)	-1	7	-2	0	0	-4	0.4	-1	0	-6
CCOC(=O)C1(C(F)(F)F)N=C(c2ccccc2F)OC(N(C)C)=N1 (configuration not stated)	-3	9	8	-2	-1	-1	0.5	-1	-1	4
CC(=O)C1=C(C)N(Cc2ccc(F)cc2)C(=S)NC1c1cccc(Cl)c1 (configuration not stated)	4	4	11	-14	-4	7	0.6	2	4	-6
Cc1cc(NS(=O)(=O)c2ccc(NC(=O)C(C)Oc3cccc(C)c3C)cc2)nc(C)n1 (configuration not stated)	-3	10	-6	4	2	6	0.2	-1	0	-4
CCCN(C(=O)c1cc(S(=O)(=O)N(C)c2ccc(OCC)cc2)ccc1C)C1CCS(=O)(=O)C1 (configuration not stated)	2	1	4	-3	0	-2	0.7	4	4	-2
COc1cccc(N/C(SCc2ccccc2C)=C(/C#N)C(=O)NCc2cccs2)c1	8	-11	15	-6	7	2	0.0	1	3	-1
Cc1ccc(C=Nc2ccc(N(C)C)cc2)o1	-5	14	-7	-70	-77	6	0.4	-4	15*	1
COc1cc(OC)cc(C(=O)N[C@H](C(=O)Nc2nc3ccc(S(C)(=O)=O)cc3s2)C(C)C)c1	1	6	-1	2	13	-3	0.4	2	5	-7
COCc1nnc(NS(=O)(=O)c2ccc(F)cc2)s1	-3	13	-2	2	0	-4	-0.9	-1	-4	2
CN(C)CCCNc1nc2cc(-c3cccc(C(F)(F)F)c3)sc2c(=O)n1C	-11	-2	-51	9	1	4	-0.6	-5	-3	-7
CC(C)(C)c1ccc(C(=O)NCCC(=O)N2CCC3(CC2)NCCc2[nH]cnc23)cc1	1	1	-1	10	2	3	0.1	-1	1	-3
Cc1ccccc1OCC(O)Cn1c(NCc2ccco2)nc2c1c(=O)[nH]c(=O)n2C (configuration not stated)	-1	-3	-1	1	-4	7	0.0	1	0	2
COc1ccc(OC)c(NC(=O)CCC(=O)Nc2nnc(C(C)C)s2)c1	12*	-7	1	-15	-3	8	-0.7	12*	7	-5
CCOC(=O)c1cnc2nc(C)[nH]n2c1=O	-3	3	10	4	6	6	0.0	1	2	-2
O=[N+]([O-])c1ccc(Oc2ccc(Oc3ccc(C(F)(F)F)cn3)cc2)nc1	0	-5	8	-5	-7	-4	-0.8	2	2	-3
COC(=O)c1ccc(-c2c(-c3ccccc3)ncc3cc(F)ccc23)cc1	-1	1	1	3	-10	3	-0.3	6	2	-7
O=C(NNC(=O)c1ccccc1F)c1ccc(-c2ccc(Cl)cc2)o1	-12	17	-55	2	-20	6	-3.2	-12	2	3
CC(C)CN(CCNC(=O)CN1N=C(c2ccc(Cl)cc2)CCC1=O)CC(C)C	-1	0	-3	16	-4	3	-0.9	-2	-3	-1
COc1ccc(F)cc1-c1cc(C(=O)Nc2ccc(NC(C)=O)cc2)[nH]n1	2	-9	6	15	-3	-5	0.4	5	3	-2
Cc1c(Cl)cccc1NC(=S)N1CCN(c2ncccn2)CC1	1	12	-2	-6	-4	7	-0.2	-1	1	-4
CC(C)(C)c1cc(N2CCOCC2)n2ncc(-c3ccc(Cl)cc3)c2n1	-18	-3	-21	-6	3	-8	-1.6	-55	-2	2
O=C(Cn1cnc(S(=O)(=O)N2CCCC2)c1)Nc1cccc(Br)c1	-18	-4	-4	0	-18	1	-0.3	-2	-1	-1
CCS(=O)(=O)N1CCC(C(=O)NCc2ccccn2)CC1	-1	3	2	-1	7	1	0.0	0	0	-4
CCCC(=O)N(c1ccc(C(=O)O)cc1)c1nc(-c2ccccc2)c(C)s1	2	4	0	-4	-5	4	0.3	4	3	2
Cc1ccc(S(=O)(=O)NCC(C)NS(=O)(=O)c2ccccc2[N+](=O)[O-])cc1 (configuration not stated)	-1	-7	-1	-13	-10	2	-0.5	3	2	7
CC1(C)Cc2c(sc3c2c(=N)n(Cc2ccco2)c(=O)n3Cc2ccc(Cl)cc2)CO1	-4	2	-5	4	-9	-3	-0.3	-4	-3	-3
c1ccc(-c2nn[nH]n2)nc1	-9	0	-1	2	9	-3	-0.1	2	7	0
CN(C)[C@H]1CCN([C@@H]2CS(=O)(=O)N[C@H]2COCc2ccccc2)C1	-4	-6	-9	-15	-10	-1	-0.2	0	1	0
CN(C)C(=O)c1c(C(F)(F)F)nn(C)c1Cl	-1	7	5	3	-6	-1	0.4	0	-2	-1
Cc1ccc2nc3n(c(=O)c2c1)CCCCC3	6	-22	8	-4	4	-8	0.1	11*	0	-1
COc1ccc(CC2S/C(=N/N=C/c3ccc(O)cc3)NC2=O)cc1 (configuration not stated)	2	-2	11	-6	13	-2	-1.0	2	5	2
COC(=O)c1ccc(NC(=O)C2CCCCC2C(=O)O)cc1 (configuration not stated)	0	0	7	10	1	-1	0.4	4	6	5
Cn1c(NCc2ccccc2Cl)nc2ccccc21	2	-2	-1	-9	-3	7	-0.8	3	-3	-4
CC(COc1cccc(C(F)(F)F)c1)CN1CCC(C(O)(c2ccccc2)c2ccccc2)CC1 (configuration not stated)	5	-10	8	/	/	-1	0.5	3	-5	-14
COc1ccc(C#Cc2c(-c3ccccc3)n(-c3ccccc3)c3ccc(CO)cc23)cc1	-404	4	i	12	8	-4	-64	i	2	-6
CCOc1ccc(C(=O)C(CCC(CN(C)C)C(=O)c2ccc(OCC)cc2)CN(C)C)cc1 (configuration not stated)	-1	4	0	-3	0	-5	-0.2	0	1	2
CCCCCn1c(=NC(=O)c2cccnc2)c(C#N)cc2c(=O)n3cccc(C)c3nc21	-140	-15	-436	-17	16	8	-12	-86	-6	2
CN(CC1CCCO1)S(=O)(=O)c1ccc(C(=O)Nc2ccc(S(N)(=O)=O)cc2)cc1 (configuration not stated)	-2	1	0	-17	-5	0	0.0	-3	0	8
COc1cc(OC)c(NC(=O)Cn2cccc2)cc1Cl	-2	7	3	5	-10	-3	0.4	1	3	-3
O=C(Cc1ccc(NC(=O)C2CCCN(C(=O)C3CCCCC3)C2)cc1)Nc1cccc(C(=O)N2CCCCC2)c1 (configuration not stated)	1	-2	-7	-1	11	1	1.3	4	-4	3

(cont.)
mol	ADAM17 inh	TDP2 inh	ADAM10 inh	ASAP1 inh	ARFGAP1 inhibitor	DDE Tn6 FP inh	KLK7 zymogen act	PLCg1 inh	LEDGF integ inh	Tn7 DDE FP
CC1CCC(NC(=O)c2ccc(CS(=O)(=O)Cc3ccccc3F)o2)CC1 (configuration not stated)	-3	3	-1	1	3	1	-0.2	-2	1	1
COc1ccc(CCN2C(=O)C3C4C=CC(C4)C3C2=O)cc1OC (configuration not stated)	0	-7	2	2	8	-5	-0.1	4	2	-11
Cc1ccc(NC(=O)CSc2nnc(CNC(=O)c3ccco3)n2C)cc1	-3	7	3	-10	-5	-4	-0.5	-3	2	-10
Cc1ccc(OCCC(=O)Nc2ccc(F)c(Cl)c2)cc1	7	0	12	10	6	-6	-0.4	1	4	-9
COC(=O)Cc1ccc(NC(=S)N2CCN(C(=O)C3CCCO3)CC2)cc1 (configuration not stated)	1	-3	-13	-9	6	-1	-0.2	2	-6	-4
O=C(CN1C(=O)COc2ccccc21)N1CCOCC1	-2	5	-9	9	-2	-2	0.2	0	2	4
O=C(NCCc1ccccc1)C1Cc2c(-c3ccccc3Oc3ccccc3)ccnc2O1 (configuration not stated)	4	-6	9	-1	2	-1	0.3	-5	-2	2
CC(C)OCC(O)Cn1c(N2CCCC2)nc2c1c(=O)[nH]c(=O)n2C (configuration not stated)	-1	2	5	2	-3	1	0.2	-4	1	5
CC1CN(S(=O)(=O)c2ccc(C(=O)Nc3ccccc3F)cc2)CC(C)O1 (configuration not stated)	-2	8	-10	18	3	4	-0.3	-1	-5	0

No enrichment for hits; overall some 4.2% were active at least once.
